M1 antag – M1 muscarinic receptor (rat) antagonism. P08482. CHO-M1 cells, Fluo-4 calcium, ACh EC80 antagonist mode; hits give low values. B-score at 10 µM. hit rate 3.4% among 64,000. AID 628;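 active = calcium fluorescence response, raw or row-and-column corrected B-score, differing from the plate sample mean either way at a set confidence level, mostly lower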
HTR1A agonist – agonists of human 5-HT1a serotonin receptor; P08908; CHO 5-HT1a Ga15 NFAT-bla reporter, FRET ratio; 0% basal, 100% maximal reference agonist; activation, % at 10 µM; hit rate 0.56% among 65,000; AID 567;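 active = activation above the screen-wide mean activation plus 3 SD, cut at about 19% in these data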;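 note: 0% = DMSO wells and 100% = 5-CT at EC100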
M1 ag – agonists of M1 muscarinic receptor; hit rate 3% among 64,000; CHO-M1 cells, Fluo-4 calcium fluorescence, agonist mode; hits give high values; B-score at 10 µM;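 active = fluorescence rise, raw or as B-score row- and column-corrected plate score, outside the 99.7% band of its plate's samples, either direction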
HER2 expr 66K – Her2 kinase expression inhibition; HER2 level % of control, % at 10 µM; hit rate 0.69% among 65,000; AID 645; SKBR-3 HER2 protein level, AlphaScreen, 18-24 h; hits give low values;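 active = HER2 level under 5% of the carrier-only control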;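 note: 100% = DMSO carrier and 0% = 500 nM PU-H71 HSP90 inhibitor; lower value means stronger loss of Her2 protein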
Autofluor 339 – intrinsic fluorescence of library compounds, ex339/em460 – biochemical, MLSMR library, data from DPM-DC assay, artefact control, profiling panel; compound autofluorescence, ex339/em460 nm, NADH buffer; hits give high values; 1 = no-compound wells, NADH background; hit rate 5.5% among 65,000; fluorescence fold increase at 10 µM;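 active = at 10 µM, mean starting fluorescence two-fold or more over control wells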;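 note: signal is the first read of a kinetic run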
Hsp90 inh – displaces geldanamycin probe from tumor Hsp90; P07900; NCI-N417 lysate Hsp90, Cy3B-geldanamycin FP displacement; inhibition, % at 30 µM; hit rate 0.35% among 64,000; AID 429;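 active = inhibition above 50%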;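 note: 0% = tracer plus lysate wells and 100% = tracer alone without lysate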
Ec RNAP inh – Escherichia coli RNA polymerase inhibition. E. coli RNA polymerase, fluorescence transcription assay. P0A8V2. hit rate 0.2% among 62,000. inhibition, %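 (tested at 10 µM)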; in the data active = inhibition above about 20%;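 note: 0% = enzyme without compound and 100% = no enzyme blank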
Target sequence (P0A8V2 whole entry, looked up): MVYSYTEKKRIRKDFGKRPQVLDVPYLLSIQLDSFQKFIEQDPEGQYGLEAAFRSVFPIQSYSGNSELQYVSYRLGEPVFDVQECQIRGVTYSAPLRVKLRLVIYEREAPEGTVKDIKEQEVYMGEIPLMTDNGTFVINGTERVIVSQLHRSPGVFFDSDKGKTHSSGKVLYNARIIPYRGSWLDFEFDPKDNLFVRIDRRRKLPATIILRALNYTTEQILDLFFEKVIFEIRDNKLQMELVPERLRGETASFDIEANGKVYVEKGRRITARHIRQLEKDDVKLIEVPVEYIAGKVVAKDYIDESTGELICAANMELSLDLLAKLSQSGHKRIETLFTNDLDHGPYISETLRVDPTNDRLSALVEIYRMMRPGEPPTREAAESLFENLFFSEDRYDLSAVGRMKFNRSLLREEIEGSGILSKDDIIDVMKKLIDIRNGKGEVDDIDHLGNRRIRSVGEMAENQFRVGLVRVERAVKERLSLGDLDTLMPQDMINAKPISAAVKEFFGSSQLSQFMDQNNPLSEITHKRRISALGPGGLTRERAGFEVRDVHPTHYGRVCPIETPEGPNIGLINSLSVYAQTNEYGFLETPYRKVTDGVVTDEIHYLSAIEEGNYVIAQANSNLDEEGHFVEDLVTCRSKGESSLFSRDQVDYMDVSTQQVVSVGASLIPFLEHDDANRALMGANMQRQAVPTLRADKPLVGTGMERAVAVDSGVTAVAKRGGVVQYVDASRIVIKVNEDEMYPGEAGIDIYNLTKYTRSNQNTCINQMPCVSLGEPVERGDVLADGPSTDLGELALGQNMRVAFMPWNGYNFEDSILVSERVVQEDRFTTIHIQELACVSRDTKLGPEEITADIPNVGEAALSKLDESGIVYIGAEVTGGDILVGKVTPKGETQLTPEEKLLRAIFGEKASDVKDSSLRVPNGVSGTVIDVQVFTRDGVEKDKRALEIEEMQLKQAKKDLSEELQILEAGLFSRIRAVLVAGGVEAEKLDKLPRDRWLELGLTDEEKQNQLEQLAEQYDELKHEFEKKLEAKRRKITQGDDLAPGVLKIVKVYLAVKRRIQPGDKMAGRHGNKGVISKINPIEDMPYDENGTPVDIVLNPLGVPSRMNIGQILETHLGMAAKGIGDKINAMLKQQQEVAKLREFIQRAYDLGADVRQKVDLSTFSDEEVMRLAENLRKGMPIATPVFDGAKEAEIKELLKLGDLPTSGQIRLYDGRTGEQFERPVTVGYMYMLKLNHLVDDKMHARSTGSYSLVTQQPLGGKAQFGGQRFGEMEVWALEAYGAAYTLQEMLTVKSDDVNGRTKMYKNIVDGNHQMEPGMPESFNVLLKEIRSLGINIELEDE
NADH coupling – inhibition of NAD/NADH coupling enzymes, library profiling; coupled PK/LDH NADH assays, four targets; IC50, µM (doses to about 10 µM), inactives show at the highest dose inhibition; hit rate 0.02% among 65,000; AID 774;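 active = single-dose screening hits from any of four coupled enzyme assays that gave an IC50 when retested across doses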;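 note: the DPM-DC format reads NADH fluorescence rather than 340 nm absorbance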
D1 mod – allosteric modulators of human D1 dopamine receptor | P21728 | HEK293 D1, CRE-luciferase, dopamine EC30 potentiation; actives deviate in either direction | B-score at 10 µM | hit rate 5.9% among 58,000 | AID 641;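 active = luminescence count or its row- and column-corrected plate score outside the 99.7% band of the plate's sample wells, on either side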
Numbers without * were called inactive; . = not tested or not shown; [ ] = another dose, or the depositor's remark.

SMILES	D1 mod	M1 ag	HTR1A agonist	NADH coupling	M1 antag	HER2 expr 66K	Ec RNAP inh	Autofluor 339	Hsp90 inh
CCOc1ccc(-c2nnc3ccc(SC)nn23)cc1	-4.6*	-0.017	-0.2	3%	0.32	96	1	1.2	-2
O=C(Nc1ccccc1)NC1(C(=O)NCc2ccc3c(c2)OCO3)CCCCC1	0.01	0.87	-0.3	8%	0.026	118	8	1.1	-3
O=C1OC2(CCCCC2)OC(=O)C1=CNc1ccc2c(c1)OCO2	-0.58	0.18	-0.2	4%	0.015	80	.	1.1	-1
COc1cc(C2C(C#N)=C(N)OC3=C2C(=O)CCC3)cc(OC)c1OC(=O)N1CCOCC1 (centres undefined)	-0.6	1.1	-1.6	2%	-1.4	86	5	1.2	-9
O=C(Nc1ccc2nn(-c3ccccc3)nc2c1)c1ccc2c(c1)OCO2	-0.25	0	1.4	5%	-0.087	108	-2	2.6*	-4
Cc1cc(NS(=O)(=O)c2ccc(NC(=O)CCCOc3ccccc3)cc2)no1	0.45	-0.49	-1.6	6%	-0.75	89	4	1.1	2
COc1ccc(C2(C(=O)N3CCOCC3)CCOCC2)cc1OC	0.53	-0.2	1.4	8%	0.28	138	11	1	-1
Cc1ccc(-c2csc(N(CC3CCCO3)C(=O)c3ccco3)n2)cc1 (centres undefined)	-0.92	-0.23	1.2	2%	0.53	94	3	1.1	-5
CC(C)NC(=O)NC(=O)COc1cccc2c1OC(C)(C)C2	1	-0.63	-2.3	4%	0.3	90	5	1	1
COc1ccccc1CNC(=O)CN(c1ccc(C)cc1)S(=O)(=O)c1c(C)n[nH]c1C	0.12	0.81	-0.6	2%	0.78	77	2	1.1	2
N#Cc1c2n(c3c(=O)n(Cc4ccccc4Cl)cnc13)CCCC2	3.4*	0.27	1.4	7%	0.11	91	9	1	1
N#CC(C(=O)NC1CCCCC1)c1nc2ccccc2nc1N1CCN(c2ccccc2F)CC1 (centres undefined)	0.34	15	-1.7	4%	-0.73	84	10	1	5
CCCCOc1ccccc1C1NC(=O)NC(C)=C1C(=O)OCc1ccco1 (centres undefined)	-0.39	-0.44	1.7	5%	0.35	78	0	1.1	-1
CCCC1CC(C)(C(=O)Cn2[nH]c(=O)ccc2=O)OC1=O (centres undefined)	-0.8	1.2	-2.0	3%	1.3	109	-5	1	-4
O=S(=O)(c1cccs1)N1CCN(CC(O)COC2CCCc3ccccc32)CC1 (centres undefined)	-0.42	-0.007	-1.5	12%	0.57	94	-8	1.1	2

The list goes on; it opens with the 3 that closed the last part.
SMILES	D1 mod	M1 ag	HTR1A agonist	NADH coupling	M1 antag	HER2 expr 66K	Ec RNAP inh	Autofluor 339	Hsp90 inh
CCCCOc1ccccc1C1NC(=O)NC(C)=C1C(=O)OCc1ccco1 (centres undefined)	-0.39	-0.44	1.7	5%	0.35	78	0	1.1	-1
CCCC1CC(C)(C(=O)Cn2[nH]c(=O)ccc2=O)OC1=O (centres undefined)	-0.8	1.2	-2.0	3%	1.3	109	-5	1	-4
O=S(=O)(c1cccs1)N1CCN(CC(O)COC2CCCc3ccccc32)CC1 (centres undefined)	-0.42	-0.007	-1.5	12%	0.57	94	-8	1.1	2
COc1ccc(NC(=O)CN2c3cccc4cccc(c34)S2(=O)=O)cc1	0.066	0.28	-0.4	5%	-0.021	83	-9	2.3*	-3
CC(C)(C)C1CCC2(CC1)C(C#N)=C(SCC(=O)NC1CCCCC1)NC(=O)C2C#N (centres undefined)	-1.2	-1.7	-1.8	1%	-0.92	103	8	1.1	-4
CC(C)CC(NC(=O)C(NC(=O)OC(C)(C)C)C(C)C)C(=O)N1CCCC1C(N)=O (centres undefined)	-0.011	0.43	-3.4	4%	0.34	96	6	1.1	-1
O=C(COC(=O)C1CCCN1S(=O)(=O)c1ccc(Cl)cc1)Nc1ccc2c(c1)OCO2 (centres undefined)	.	.	-2.1	4%	.	97	6	1	0
CSCC[C@H](NC(=O)OC(C)(C)C)c1nnc(SCc2cccc(F)c2)o1	-0.2	0.81	-0.6	6%	0.77	88	7	1.1	3
CCC(CC)C(=O)NCCNC(=O)C(CC)CC	0.048	0.12	0.4	7%	0.32	103	1	1.2	-1
CO/C=C/C#CC1(O)CCN(C)CC1	1.2	-0.55	-5.4	6%	0.003	112	9	1.1	0
N#Cc1c(N2CCCCC2)nc(N2CCCCC2)c2c1CCN(Cc1ccccc1)C2	.	1.1	1.4	4%	-0.044	104	5	1.6	-5
COC(=O)c1ccc(NC(=O)CCn2c(=O)oc3ccccc32)cc1	0.29	-0.73	-1.3	8%	-0.41	88	0	1.1	-2
OC(COCc1cccs1)CN1CCCCCC1 (centres undefined)	.	0.011	0.3	0%	1.5	123	3	1.1	-2
COc1ccc(-c2cn3c(C)c(C(=O)N4CCN(c5ccccc5F)CC4)sc3n2)cc1	.	-0.2	1.3	2%	0.33	92	9	1.1	-1
O=S1(=O)CC(N2CCCCC2)C(N2CCCCC2)C1 (centres undefined)	0.087	-0.29	-4.1	4%	-0.02	106	6	1.1	-3
Cc1nnc(NCCc2ccccc2)n(N)c1=O	0.22	0.071	-2.0	3%	1.5*	73	4	1.1	-1
CC(C)NC(=O)CSc1nc2ccccc2n1-c1ccccc1	1.4	0.26	-3.5	2%	0.95*	113	-4	1	-2
O=C(CCNc1ccc(Cl)c(C(F)(F)F)c1)c1ccco1	0.66	0.058	-0.7	1%	-0.56	78	9	1.1	-4
COC(=O)c1[nH]c2ccc(C)cc2c1NC(=O)CN1CCN(c2ccccc2)CC1	-1.7	1.5	-4.6	9%	0.47	88	7	2.1*	-9
COc1ccc2[nH]cc(C(=O)CN3CCN(C4CCCCC4)CC3)c2c1	0.71	0.0017	-0.9	7%	-1	84	4	1.3	-7
CCN(CC)CCCN(Cc1cc2cc3c(cc2[nH]c1=O)OCCO3)C(=O)Nc1ccccc1	0.011	0.077	-2.5	18%	-1.4	79	5	3*	-3
COCCNC(=O)c1c(N)sc2c1CCCC2	0.034	-0.24	-2.0	11%	0.93	63	5	2.1*	9
Cc1cccc(NC(=O)c2cc(-c3ccco3)nc3ccccc23)n1	-3.7*	-0.21	1.4	4%[fluoresces]	-2	83	-3	4.9*	-3
CC1CCCN(C(=O)CSc2nnc(-c3cccnc3)n2C2CCCCC2)C1 (centres undefined)	-0.41	0.0053	0.2	6%	-0.033	94	4	1.1	0
Nc1ccccc1SCC(=O)N1CCc2ccccc21	0.35	0.2	-1.4	6%	0.098	87	1	1.1	-2
CCOC(=O)c1oc2ccccc2c1NC(=O)c1ccc(S(=O)(=O)N2CCCC2)cc1	-2.2	-0.22	2.8	7%	0.32	80	2	2.5*	-1
CC(C)(C)C(=O)Nc1ccc(-c2cn3ccsc3n2)cc1	-5.4*	-0.13	-5.8	5%	-0.038	94	-2	1.1	-2
COc1ccc(OC)c(CN2CCN(C(=O)c3cccc4ccccc34)CC2)c1	3.3	-0.58	2.2	6%	0.29	100	5	1	2
COc1ccccc1C1CC(c2ccc(Cl)cc2)Nc2ncnn21 (centres undefined)	0.4	1.2	-0.6	4%	-0.33	91	-4	1.1	0
CN(C)c1cccc(C(=O)Nc2cccc(F)c2)c1	-0.01	0.37	-1.1	4%	0.16	132	7	1.7	5
O=c1c2ccccc2nc(SCc2nnc(-c3ccccc3Br)o2)n1Cc1ccco1	-0.27	1.3	4.7	4%	0.28	97	1	1.1	-2
Cc1ccc(-n2nc3c(c2NC(=O)c2c(-c4ccccc4Cl)noc2C)CS(=O)(=O)C3)c(C)c1	0.44	0.38	1.7	9%	-0.45	118	7	1.1	2
O=S(=O)(Nc1ccc(S(=O)(=O)N2CCCCC2)cc1)c1ccc(Br)s1	-0.89	-1.8	0.3	4%	-0.3	85	0	1.1	-6
CCCn1c2c(c(O)c(C(=O)Nc3ccc(OC)cc3)c1=O)CCCC2	-0.11	4.1	-2.4	3%	-0.025	81	.	1.5	-4
CCOC(=O)c1cnc2ccc(OCC)cc2c1N1CCN(C)CC1	-0.25	0.94	-1.9	6%	1.1	54	-2	1	-2
Cc1c(NC(=O)N2CCCCCC2)c(=O)n(-c2ccccc2)n1C	-0.65	-0.87	-0.1	6%	-0.25	99	6	1.1	1
CC(C)COC(=O)N(C)c1ccc(C(O)(C(F)(F)F)C(F)(F)F)cc1	0.41	0.8	-2.9	2%	0.0069	92	0	1.1	0
NC(=O)CSc1nnc(-c2ccncc2)n1CCc1ccccc1	0.4	-0.029	-3.1	6%	0.098	126	6	1.2	-2
CCOc1c(OC)cccc1C1CC(=O)Nc2cc3c(cc21)OCCO3 (centres undefined)	0.47	-0.96	0.2	3%	0.55	78	10	1	-1
CCOC(=O)C1CCCN(C(=O)CN2C(=O)C(CC)Oc3ccc(C)cc32)C1 (centres undefined)	0.2	-0.49	-3.5	4%	0.28	130	-1	1	2
Cc1nc(-c2cnn(-c3ccccc3)c2)c2cc(C)oc2n1	-0.17	-1	-1.5	2%[fluoresces]	-1.5	99	7	2.7*	-4
CCCCOC(=O)Cn1c(=N)n(CCC)c2ccccc21	0.058	0.18	-3.4	7%	-0.96	124	0	1.1	-2
CC(C)(C)NC(=O)CSc1nc(O)cc(=O)n1-c1ccccc1F	.	-0.73	0.3	3%	-1.8	83	6	1.1	.
CC1=C(C)SC(=C(C#N)c2nnc(N3CCOCC3)n2-c2ccccc2)S1	0.45	-0.19	-4.8	7%	0.61	92	-2	1.1	1
CC(=O)C(Sc1nc(-c2ccc(F)cc2)nc2c1c(=O)n(C)c(=O)n2C)C(C)=O	-0.044	0.76	1.7	2%	0.01	100	3	1	1
Cc1ccc2nc(NC(=O)Cn3cc4c(n3)CCCCC4)sc2c1	-0.092	-0.61	-2.4	3%	-0.12	92	6	1	1
COC(=O)COc1ccc2occ(C(C)=O)c2c1	0.25	0.12	-2.4	4%	0.3	.	1	1.1	-1
Cc1ccccc1Nc1nnc(C)c(=O)[nH]1	1.1	-0.21	0.4	6%	-0.59	104	10	1.2	-9

Screening data (PubChem)
